C2C12 statin: suppressors of simvastatin-induced myotoxicity in C2C12 myotubes. rescue of ATP level, % at 7.49 µM. ATP luminescence, 48 h; scaled: DMSO 0, geranylgeraniol control 100. actives 0.78% (n = 330,000);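 active = mean ATP rescue above about 67%, or every replicate alone reaching that limit, limit read from the data, passing the limit was not always enough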;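 note: myotubes were challenged with 10 µM simvastatin during compound exposure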
LGR2 inh: Drosophila LGR2 receptor signaling inhibition; HEK293 LGR2, CRE-luciferase, bursicon-stimulated, 4 h; inhibition, % at 9.99 µM; actives 0.35% (n = 380,000);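 active = drop in luminescence signal, shown as inhibition above about 50% in the replicate tests, limit read from the data, passing the limit was not always enough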;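 note: agonist challenge used bursicon conditioned medium at about half maximal strength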
ERAP1 inh: inhibitors of human ERAP1 aminopeptidase. recombinant ERAP1, Leu-AMC fluorescence, 60 min. inhibition, % at 10.7 µM. actives 0.15% (n = 340,000);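 active = mean replicate inhibition of at least 30%, or all replicates individually reaching that 30% level; inactive = mean below 30% and not every replicate reaching it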;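 note: 0% = neutral control wells and 100% = L-leucinethiol positive control wells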
PGC1a acetyl inh: lowers PGC1a acetylation signal in U2OS cells; inhibition, % at 15.6 µM; AlphaScreen anti-acetyl-lysine; with virally co-expressed GCN5 acetyltransferase; actives 0.17% (n = 350,000);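 active = every replicate shows inhibition of at least 40%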;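 note: 0% = neutral control wells and 100% = positive control wells; some results beyond the cut were filed as inactive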
S100A4 MyoIIA: S100A4-myosin IIA interaction inhibition; S100A4/TAMRA-MyoIIA peptide fluorescence polarization; actives 0.14% (n = 360,000); P26447; inhibition, % at 10.7 µM;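 active = mean inhibition of at least 70% across replicates, with every replicate also reaching that level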
Target sequence (P26447 whole entry, looked up): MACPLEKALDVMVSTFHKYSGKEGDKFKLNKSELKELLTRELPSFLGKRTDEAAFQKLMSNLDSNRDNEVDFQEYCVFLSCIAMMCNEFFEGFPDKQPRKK
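Material: S100A4 monomer (human). Medium: Calcium-containing HEPES buffer, pH 7.2. Probe or stimulus: labelled myosin peptide probe, 5 nM. Compound dosing: one concentration per compound. Timing: polarization read 5 min after assay mix addition, stable 5–60 min. Benchmarks: DMSO as neutral control, TFP as positive control.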
Cneo AK release: Cryptococcus neoformans lysis via adenylate kinase release; actives 0.2% (n = 360,000); C. neoformans lysis, adenylate kinase release luminescence, 4 h; normalised: neutral wells 0, clomiphene wells 100; lysis activity, % at 15 µM;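 active = mean lysis activity across replicates of at least 80%, whatever share of replicates individually reach that level; inactive = mean lysis activity below 80%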
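Material – log-phase Cryptococcus neoformans yeast cells · Input – 5 × 10^6 yeast cells/mL · Medium – fresh YPD growth medium · Doses – single compound concentration per well · Timing – static 4 h at 37 °C with compound, 1 h detection · Detection – adenylate kinase release luminescence · Read-out – signal increase indicating cell lysis · Control set – Clomiphene as positive lysis control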
SIRT5 inh: inhibitors of human sirtuin-5 desuccinylase | actives 1.1% (n = 330,000) | Q9NXA8 | inhibition, % at 15 µM | AID 652115 | Purified SirT5, succinyl-peptide AMC, trypsin-coupled fluorescence; in the data active = inhibition above about 15%
Target sequence (Q9NXA8 whole entry, looked up): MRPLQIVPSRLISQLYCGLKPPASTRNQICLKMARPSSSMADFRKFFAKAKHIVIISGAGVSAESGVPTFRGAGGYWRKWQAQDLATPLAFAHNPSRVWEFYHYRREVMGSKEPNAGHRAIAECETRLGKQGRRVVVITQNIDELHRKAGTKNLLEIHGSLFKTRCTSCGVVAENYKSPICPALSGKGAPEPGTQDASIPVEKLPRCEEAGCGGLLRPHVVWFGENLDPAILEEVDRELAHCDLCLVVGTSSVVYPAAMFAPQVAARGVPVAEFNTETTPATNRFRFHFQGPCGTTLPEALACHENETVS
Xi reactivation: reactivates the inactive X chromosome in mouse fibroblasts; actives 0.055% (n = 360,000); XiGFP mouse fibroblasts, % GFP-positive cells imaging, 3 d; cells co-treated with 5-aza-dC sensitizer; scaled so ellipticine positive control = 100%; activation, % at 7.58 µM; AID 743238;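 active = mean normalized replicate activation at least 10% and every replicate at or above 10%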;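 note: 0% = median of on-plate neutral control wells and 100% = ellipticine 6 µM median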
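material = 68-5-11 XiGFP fibroblast line | medium = DMEM plus 5-aza-dC sensitizer | schedule = 3 days compound exposure | benchmarks = positive control ellipticine, 6 µM final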
The depositor's hits bear a star; . = not tested or not shown. An excerpt, so the mix of outcomes need not match the whole.

SMILES	C2C12 statin	LGR2 inh	ERAP1 inh	PGC1a acetyl inh	S100A4 MyoIIA	Cneo AK release	SIRT5 inh	Xi reactivation
Cc1ccc(C(=O)OCC(=O)N(CC(C)C)c2c(N)n(Cc3ccccc3)c(=O)[nH]c2=O)cc1[N+](=O)[O-]	-9	-9	1	.	-8	.	-6	0.2
C[C@@H]1CN([C@@H](C)CO)C(=O)Cc2cc(NS(=O)(=O)c3cn(C)cn3)ccc2O[C@@H]1CN(C)S(=O)(=O)c1cn(C)cn1	3	1	-1	18	2	-10	-4	-0.9
COc1ccc(C(=O)NC(=S)N2CC(C)OC(C)C2)cc1OC (configuration not stated)	.	12	-1	2	-6	.	-1	0.0
CCc1cc2c(=O)oc(-c3ccc(Br)cc3)nc2s1	-29	5	-2	5	-2	0	-1	0.2
COc1ccc(S(=O)(=O)N(C)C)cc1NC(=O)COC(=O)c1nn(C)c(=O)c2ccccc12	-2	7	-3	.	3	.	6	0.3
C[C@@H]1CN([C@@H](C)CO)C(=O)c2cc(NC(=O)c3ccncc3)ccc2O[C@@H](C)CCCCO[C@H]1CN(C)C(=O)Nc1ccc(F)cc1	.	0	0	25	-10	-4	0	-0.1
CO[C@@H]1CN(C)C(=O)c2cc(NC(=O)NC3CCCCC3)ccc2OC[C@@H](C)NC[C@@H]1C	-2	4	4	.	17	-1	-1	-0.1
CCOCCc1nn2c(=O)cc(CSCC(=O)Nc3ccc(OC)cc3)nc2s1	4	10	-1	-4	-1	-4	-2	0.0
O=C1CCCN1CCCNC(=S)Nc1cccc2ccccc12	.	-33	1	5	25	.	-6	0.0
COC(=O)Cc1c(O)ccn(CCc2ccccc2)c1=O	5	13	2	.	-2	-1	-2	-0.4
Cn1c(CCC(=O)Nc2ccc(F)cc2)nc2cc(S(=O)(=O)N3CCOCC3)ccc21	10	-2	0	4	5	4	0	-0.1
COc1ccc(C(=O)NCC(c2ccco2)N2CCc3ccccc32)cc1 (configuration not stated)	-6	22	-1	.	-7	.	-1	0.6
O=C(C1CC1)N1N=C(c2ccc(Cl)cc2)CC1(O)C(F)(F)F (configuration not stated)	-3	-8	-3	-5	-3	0	-6	0.0
Cc1nn2c(NCCN(C)C)c3c(nc2c1-c1ccccc1)CCCC3	.	.	-2	-30	20	4	3	0.0
COc1ccc(C(=O)COc2ccccc2N2C(=O)C3C4C=CC(C4)C3C2=O)cc1 (configuration not stated)	13	11	.	-6	.	-2	.	.
COc1ccc(OC)c(NC(=O)CSc2nc(=O)n(CCN3CCOCC3)c3c2CCC3)c1	3	-7	0	-4	0	4	1	0.0
CC(NC(=O)c1cc2cc([N+](=O)[O-])ccc2oc1=O)C1CCCO1 (configuration not stated)	0	17	1	-2	0	-1	1	0.0
CCCCC[C@@H](C)N1C[C@@H](COCc2ccccc2)Oc2cc(N3CCC[C@H]3COC)ccc2S1(=O)=O	.	6	1	.	-1	.	-2	0.0
COc1ccc(N)cc1C#N	-4	-33	-1	8	-8	-2	.	0.0
C[C@@H]1CN([C@H](C)CO)C(=O)c2cc(C3=CCCC3)cnc2O[C@@H]1CN(C)C(=O)c1cccnc1	21	6	2	11	14	-5	-10	0.1
Cc1ccc(C(=O)NCCNC(=O)Cc2ccccc2)cn1	4	-16	-8	.	8	2	-1	0.0
O=C(Nc1ccccn1)c1c(O)c2cccc3c2n(c1=O)CCC3	-3	-35	.	-10	.	-2	.	.
Cc1ccc(C)c(NC(=O)CCC(=O)N/N=C2/CC(=O)CC(C)(C)C2)c1	.	-18	5	-8	2	.	6	0.3
CCc1ccc(OCC2c3cc(OC)c(OC)cc3CCN2C(=S)NCCOC)cc1 (configuration not stated)	.	-18	-5	-3	11	2	-5	-0.1
CN(c1ccccc1)c1nc(N)c([N+](=O)[O-])c(NCc2ccccc2)n1	12	-9	.	-4	-10	.	9	-0.1
CN1CCN(NC(=O)/C=C/c2cccc(Cl)c2)CC1	-7	-2	1	5	-14	-1	0	0.1
CN(C)S(=O)(=O)NC(=O)C1=C(N2CCCC2)COC1=O	15	-11	0	-20	-10	0	-1	0.0
CC(C)Nc1nc(NCCOc2ccccc2)c2sccc2n1	-49	-9	-9	1	0	-1	-1	-0.1
O=C1CC(C(=O)N2CCc3ccccc32)CN1c1ccc(F)cc1 (configuration not stated)	-1	5	6	-2	4	-3	0	0.3
c1nc(C2CCCCC2)cc2cc3c(cc12)OCO3	-13	-94	1	6	-1	2	-4	0.1

Not a retest: entries from further up.
SMILES	C2C12 statin	LGR2 inh	ERAP1 inh	PGC1a acetyl inh	S100A4 MyoIIA	Cneo AK release	SIRT5 inh	Xi reactivation
COc1ccc(N)cc1C#N	-4	-33	-1	8	-8	-2	.	0.0
C[C@@H]1CN([C@H](C)CO)C(=O)c2cc(C3=CCCC3)cnc2O[C@@H]1CN(C)C(=O)c1cccnc1	21	6	2	11	14	-5	-10	0.1
Cc1ccc(C(=O)NCCNC(=O)Cc2ccccc2)cn1	4	-16	-8	.	8	2	-1	0.0
O=C(Nc1ccccn1)c1c(O)c2cccc3c2n(c1=O)CCC3	-3	-35	.	-10	.	-2	.	.
Cc1ccc(C)c(NC(=O)CCC(=O)N/N=C2/CC(=O)CC(C)(C)C2)c1	.	-18	5	-8	2	.	6	0.3
CCc1ccc(OCC2c3cc(OC)c(OC)cc3CCN2C(=S)NCCOC)cc1 (configuration not stated)	.	-18	-5	-3	11	2	-5	-0.1
CN(c1ccccc1)c1nc(N)c([N+](=O)[O-])c(NCc2ccccc2)n1	12	-9	.	-4	-10	.	9	-0.1
CN1CCN(NC(=O)/C=C/c2cccc(Cl)c2)CC1	-7	-2	1	5	-14	-1	0	0.1
CN(C)S(=O)(=O)NC(=O)C1=C(N2CCCC2)COC1=O	15	-11	0	-20	-10	0	-1	0.0
CC(C)Nc1nc(NCCOc2ccccc2)c2sccc2n1	-49	-9	-9	1	0	-1	-1	-0.1
O=C1CC(C(=O)N2CCc3ccccc32)CN1c1ccc(F)cc1 (configuration not stated)	-1	5	6	-2	4	-3	0	0.3
c1nc(C2CCCCC2)cc2cc3c(cc12)OCO3	-13	-94	1	6	-1	2	-4	0.1

Next entries.
SMILES	C2C12 statin	LGR2 inh	ERAP1 inh	PGC1a acetyl inh	S100A4 MyoIIA	Cneo AK release	SIRT5 inh	Xi reactivation
CCOC(=O)c1ccc(-c2c(-c3ccc4c(c3)OCO4)noc2-c2ccsc2)cc1F	1	0	0	2	-3	0	-2	0.1
O=C(C[C@H]1C[C@@H]2c3cc(NS(=O)(=O)c4ccc(F)cc4)ccc3O[C@@H]2[C@H](CO)O1)NCc1cc(F)ccc1F	6	-4	0	-6	2	25	-1	-0.1
O=C(Nc1ccc2c(c1)C(=O)NC2=O)c1ccccc1Cl	-6	-3	-2	-7	5	-3	-3	0.4
CN(C)CC(=O)N1CC2(C1)[C@H](c1ccccc1)[C@@H](CO)N2C(=O)C1CCC1	.	0	2	3	4	.	0	0.1
O=C(COC(=O)c1cccc(NS(=O)(=O)c2ccc(F)c(F)c2)c1)NC(=O)NC1CCCC1	.	26	0	.	-2	.	-2	0.0
O=C(NCCCn1ccnc1)C(=O)NCC1OCCN1S(=O)(=O)c1ccc(Br)cc1 (configuration not stated)	.	-17	-5	.	0	.	3	0.0
CC(C)CC1C(=O)N(Cc2cn(CCC3OCCCO3)nn2)CCS(=O)(=O)N1Cc1ccc(-c2cccc(N(C)C)c2)cc1 (configuration not stated)	-2	-11	13	-3	-8	0	-3	0.1
NC(=O)CN1CCN(CCN2C(=O)c3cccc4cccc(c34)C2=O)CC1	19	-13	-2	-38	-8	-2	2	0.6
COc1ccccc1-c1csc(C(O)c2ccccc2)n1 (configuration not stated)	15	-41	0	0	-1	-2	0	0.0
O=C(COC(=O)c1c(F)cccc1F)NCc1cccs1	1	-19	-1	3	-13	-4	.	0.1
C[C@H](CO)N1C[C@H](C)[C@@H](CN(C)C(=O)C2CCC2)Oc2cc(-c3ccncc3)ccc2S1(=O)=O	-17	-14	.	6	.	.	.	-1.3
O=C(Oc1cccc(NC(=O)c2ccccc2Cl)c1)c1ccc([N+](=O)[O-])cc1	7	-19	.	-5	.	-5	.	.
CO[C@H]1CN(C)C(=O)c2cc(NS(=O)(=O)CC(F)(F)F)ccc2OC[C@@H](C)N(CC2CCCCC2)C[C@H]1C	-19	4	.	8	2	1	2	0.2
COC(=O)c1ccccc1NC(=O)C1CCCN(S(C)(=O)=O)C1 (configuration not stated)	6	4	1	8	4	-1	-3	.
O=C(C[C@@H]1CC[C@@H](NC(=O)Nc2cccc(F)c2)[C@@H](CO)O1)NCC1CC1	6	8	2	5	66	8	4	0.0
O=C1Nc2cccc3c2N(CCC3)C2=C1CCC2	-16	12	3	.	1	-2	1	0.7
Cn1nnnc1SCC(=O)Nc1ccc2c(c1)OCCO2	9	.	-3	.	9	-3	-2	0.2
CCc1nc2sc3ccccc3c(=O)c2c(=O)n1Cc1ccc(OC)cc1	.	-8	4	-4	0	-5	0	0.0
COc1ccc(C(=O)COC(=O)CNC(=O)c2ccc(OC)cc2)cc1	16	-1	-1	6	0	-1	2	0.0
Cc1ccc(S(=O)(=O)Nc2ccc3c(c2)C(=O)N([C@@H](C)CO)C[C@@H](C)[C@H](CN(C)S(=O)(=O)c2ccc(Cl)cc2)OCCCC[C@@H](C)O3)cc1	.	-6	.	-9	.	0	.	0.3
C/C=C/c1ccc2c(c1)O[C@@H](CN(C)C(=O)C1CCC1)[C@@H](C)CN([C@H](C)CO)S2(=O)=O	11	-7	.	2	.	.	.	-0.6
COc1cc(NC(=O)Cn2cnc(C(=O)Nc3ccc(C)c(C)c3)n2)cc(OC)c1OC	1	-16	1	0	1	1	-6	-0.1
O=C(Cc1ccccc1)NCCc1c[nH]c2ccccc12	0	8	-5	8	-3	1	1	-0.1
CC(C)Cc1ccc(CN2CC[C@@H](NS(=O)(=O)c3ccccc3)C2)cc1	.	.	0	4	0	-5	-2.2*	.
C[C@H]1CN([C@@H](C)CO)C(=O)c2cc(NC(=O)CCCN(C)C)ccc2O[C@@H]1CN(C)C(=O)Nc1cccc2ccccc12	2	4	-2	1	-3	-1	14	0.2
CC(=O)Nc1cc(C(=O)NCc2ccco2)ccc1Sc1ccc(C)cc1	.	-6	.	-10	.	0	.	0.6
CC(C)c1cccc(C(C)C)c1NC(=O)COC(=O)[C@H](C)NC(N)=O	.	-22	-4	1	0	.	3	0.2
Cc1ccc(C(=O)NCCc2cccs2)cc1	-4	75*	1	3	-4	-8	0	0.2
Cc1noc(C)c1NC(=O)N1C[C@H](O)COC[C@@H]2O[C@H](CC(=O)NCC3CC3)CC[C@H]21	0	10	-2	7	1	-3	-4	0.3
Cc1ccc(Oc2nc(-c3ccccn3)nc3ccccc23)cc1	.	-19	.	14	-3	2	1	-0.1

Nothing new here: 2 of the compounds above.
SMILES	C2C12 statin	LGR2 inh	ERAP1 inh	PGC1a acetyl inh	S100A4 MyoIIA	Cneo AK release	SIRT5 inh	Xi reactivation
Cc1noc(C)c1NC(=O)N1C[C@H](O)COC[C@@H]2O[C@H](CC(=O)NCC3CC3)CC[C@H]21	0	10	-2	7	1	-3	-4	0.3
Cc1ccc(Oc2nc(-c3ccccn3)nc3ccccc23)cc1	.	-19	.	14	-3	2	1	-0.1

High-throughput results: PubChem BioAssay, Broad Institute
